Neddyl block: cullin neddylation inhibition; P61081+Q13564; TR-FRET cullin neddylation, biochemical; calls only at 25 µM; 360,000 tested, 0.58% active; in the data active means inhibition above about 36%
SUMO1-SIM PPI: modulators of human SUMO1-mediated protein-protein interactions; P63165; SUMO1 binding to a labelled peptide, TR-FRET, 1 h; inhibition, % at 20 µM; 360,000 tested, 0.33% active; in the data active means inhibition above about 37%
SKN-1 block: inhibitors of C. elegans SKN-1; inhibition, % at 21.8 µM; 360,000 tested, 0.49% active; C. elegans VP596 Pgst-4::GFP/RFP ratio, acrylamide-induced, 24 h; AID 624304;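 active means interference check ratio from 0.5 to 1.5 plus GFP to RFP signal ratio inhibition reaching or exceeding a fixed threshold, cut at about 30% in these data, passing the limit was not always enough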; further: some compounds called inactive have numbers as strong as hits
LMPTP inh: blocks human LMPTP phosphatase. recombinant LMPTP-A, OMFP fluorogenic substrate, fluorescence intensity. inhibition, % at 20 µM. 360,000 tested, 0.22% active;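 active means compounds that cut the enzyme signal by at least half of the control window in the single-dose screen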;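 further: plate controls were DMSO wells with enzyme plus substrate for no effect and substrate without enzyme for full effect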
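Assay system: LMPTP-A enzyme. Input: 0.625 nM LMPTP-A final. Probe or stimulus: 400 µM OMFP. Compound dosing: single 20 µM dose. Schedule: 50 min dark incubation at room temperature. Detection: fluorescence intensity of OMFP turnover product. Read-out: percent inhibition versus substrate-only and uninhibited controls. Benchmarks: no-enzyme low control, uninhibited high control.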
NRP1-CendR mod: alters CendR peptide binding to human NRP-1; FAM-RPARPAR peptide binding to NRP-1, fluorescence polarization; 360,000 tested, 0.85% active; O14786; inhibition, % at 25 µM; AID 602438;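 active means inhibition or corrected inhibition above about 18%, plus a signal ratio from 0.5 to 1.5, limit read from the data, passing the limit was not always enough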; further: strong numbers were not always called active
DNMT1 inh: DNMT1 (human) enzyme inhibition; P26358; DNMT1 molecular beacon, Hinp1I cleavage, fluorescence; inhibition (reported as % activation of signal), % at 10 µM; 360,000 tested, 0.83% active; in the data active means inhibition above about 50%
Target sequence (P26358 504-1616 limits assumed): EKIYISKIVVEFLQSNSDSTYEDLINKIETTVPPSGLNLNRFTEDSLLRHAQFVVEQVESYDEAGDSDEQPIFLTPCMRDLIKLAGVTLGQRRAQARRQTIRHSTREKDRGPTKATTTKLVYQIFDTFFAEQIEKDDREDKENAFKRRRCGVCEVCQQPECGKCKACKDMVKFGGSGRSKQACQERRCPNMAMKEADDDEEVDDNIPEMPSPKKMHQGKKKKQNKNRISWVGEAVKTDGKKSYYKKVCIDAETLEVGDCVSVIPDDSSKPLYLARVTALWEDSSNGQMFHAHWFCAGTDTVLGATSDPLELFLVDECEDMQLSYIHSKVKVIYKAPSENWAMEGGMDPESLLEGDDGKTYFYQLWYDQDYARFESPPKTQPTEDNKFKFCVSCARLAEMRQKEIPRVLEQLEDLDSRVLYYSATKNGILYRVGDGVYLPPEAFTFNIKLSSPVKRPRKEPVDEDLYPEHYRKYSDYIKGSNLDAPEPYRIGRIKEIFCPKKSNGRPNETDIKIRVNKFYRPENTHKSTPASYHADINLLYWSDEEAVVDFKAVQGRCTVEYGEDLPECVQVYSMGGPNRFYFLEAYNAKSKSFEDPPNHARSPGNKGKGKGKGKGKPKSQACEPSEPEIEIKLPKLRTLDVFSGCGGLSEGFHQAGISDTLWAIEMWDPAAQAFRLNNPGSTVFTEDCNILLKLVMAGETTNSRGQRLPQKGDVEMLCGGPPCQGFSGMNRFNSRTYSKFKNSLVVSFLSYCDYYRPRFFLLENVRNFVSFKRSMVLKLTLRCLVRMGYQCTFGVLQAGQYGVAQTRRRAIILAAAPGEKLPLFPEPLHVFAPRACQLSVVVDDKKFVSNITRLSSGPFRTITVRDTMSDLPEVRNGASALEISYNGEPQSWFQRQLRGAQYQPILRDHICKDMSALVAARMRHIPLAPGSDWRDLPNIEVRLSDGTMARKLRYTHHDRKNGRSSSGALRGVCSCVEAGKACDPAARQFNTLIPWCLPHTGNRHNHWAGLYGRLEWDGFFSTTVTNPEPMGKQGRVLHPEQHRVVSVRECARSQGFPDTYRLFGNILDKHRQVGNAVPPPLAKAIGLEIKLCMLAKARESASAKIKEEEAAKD
STEP block: STEP (human) phosphatase inhibition | recombinant STEP, OMFP fluorogenic substrate, fluorescence | 360,000 tested, 0.25% active | inhibition, % at 20 µM | AID 588621 | P54829;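 active means inhibition at 20 µM, scaled per plate between control wells, above about 37%, limit read from the data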;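 further: 0% = DMSO with enzyme and substrate and 100% = substrate only without enzyme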
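System: STEP (striatal-enriched tyrosine phosphatase) enzyme, cell-free; medium: Bis-Tris pH 6.0 buffer with DTT, detergent; dosing: 20 µM, 1% DMSO; times: reaction 20 min, ambient temperature; detection: fluorescence, 480/540 nm; read-out basis: normalized % inhibition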
NadD inh: inhibitors of Staphylococcus aureus NadD. purified NadD enzyme, colorimetric absorbance read-out. inhibition, % at 20 µM. 360,000 tested, 0.78% active. AID 602399; in the data active means inhibition above about 26%; further: some compounds past the cut are filed as inactive
Scp1 inh: inhibitors of human Scp-1 phosphatase; Q9GZU7; 340,000 tested, 0.88% active; Recombinant Scp1, phosphopeptide, malachite green phosphate absorbance; inhibition, % at 20 µM;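 active means inhibition above about 50% at 20 µM, limit read from the data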;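 further: plate controls were DMSO wells with enzyme for no effect and wells lacking enzyme for full effect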
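Test system: SCP-1 phosphatase catalytic domain, residues 76-261; measured by: colorimetric phosphate reagent with accelerator and stabiliser, absorbance at 630 nm; timing: enzyme reaction 45 min at room temperature, colour 5 min, stabilisation 30 min; also added: Phosphorylated 17-residue peptide substrate; compound dosing: one concentration, 20 µM, with 1.0% DMSO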
Tb MetRS inh: blocks T. brucei methionyl-tRNA synthetase activity; purified T. brucei MetRS, ATP depletion, Kinase-Glo luminescence; inhibition, % at 11.9 µM; 360,000 tested, 0.4% active;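 active means inhibition above a per-plate cutoff of the control wells' mean inhibition plus 3 SD, cut at about 5.5% in these data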;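 further: 0% = DMSO wells median and 100% = median of wells with control inhibitor compound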
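Test system – parasite MetRS enzyme · Reagent – substrates ATP, L-methionine and bulk Escherichia coli tRNA · Doses – 11.9 µM compound single dose, 0.9% DMSO · Times – 15 min enzyme-compound preincubation, 2 h reaction, 10 min detection, 25 °C · Signal – Kinase-Glo luminescence, ATP depletion format · Controls – DMSO-only wells as low control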
* marks the source's active call; other numbers are inactive results; i = inactive; . = not tested or not shown; + = active, no number.

SMILES	Neddyl block	SUMO1-SIM PPI	SKN-1 block	LMPTP inh	NRP1-CendR mod	DNMT1 inh	STEP block	NadD inh	Scp1 inh	Tb MetRS inh
COc1ccc(C(=O)NCCCOc2cccc(NC(C)=O)c2)cc1	i	0	-5	-1.3	-2	-1	-2	0	-7	-0.6
CC(C)C(=O)Nc1ccc(C(=O)NC2CCSC2=O)cc1 (centres undefined)	i	2	-26	0.0	-6	-1	0	1	4	-0.7
CC(C)CNC(=O)c1[nH]c(C(F)(F)F)nc1-c1ccccc1	i	2	21	-0.2	-32	-5	-1	-8	.	-0.7
S=C(N/N=C/c1ccc(Cl)cc1)N1CCOCC1	i	-6	-3	-2.7	3	9	1	5	-1	-0.3
C=CCn1c(SCC(=O)NC2CCCCC2)nc2ccccc2c1=O	i	2	8	-0.9	3	2	3	-4	-9	-0.7
CC1CCN(C(=O)CSc2nnc(Cc3cc(=O)[nH]c(=O)[nH]3)n2-c2ccc(Cl)cc2)CC1	i	1	6	-0.1	-15	-1	-2	2	-4	0.3
CCOC(=O)CSc1nnc(-c2ccc(OC)cc2OC)o1	i	0	-1	-0.2	10	2	-5	-2	1	-1.3
O=C(Nc1ncc2c(n1)-c1ccccc1OC2)c1ccc(Cl)cc1Cl	.	-1	9	-0.3	16	5	4	5	3	-0.6
CCc1cc2c(cc(C(=O)O)n2C)s1	i	4	4	0.6	-8	2	2	-1	-11	0.1
CC(C)n1c(SCC(=O)Nc2ccc3c(c2)OCO3)nc2c1c(=O)n(C)c(=O)n2C	i	8	8	0.2	-7	4	-3	-7	-14	-0.1
CSc1ncnc2c1ncn2CCCNCc1cccc2ccccc12	i	-4	6	-0.4	6	0	0	0	.	0.8
Cc1nc(C#N)c(N/N=C/c2c(F)cccc2Cl)o1	i	-9	8	0.8	2	-6	0	-4	-5	0.1
COc1ccc(C(=O)NCC(=O)n2nc(C)cc2C)cc1OC	i	5	-11	-0.3	2	1	2	6	1	0.0
Cc1ccc(Cn2c(C(C)Nc3nc(-c4ccc(Cl)c([N+](=O)[O-])c4)cs3)nc3cc(C(F)(F)F)ccc32)cc1 (centres undefined)	i	1	-8	4.5	35*	-4	1	37*	14	-0.3
C[C@H](CO)N1C[C@H](C)[C@@H](CN(C)Cc2ccncc2)Oc2c(NC(=O)CCCCCC(=O)Nc3ccccc3N)cccc2C1=O	i	5	-3	0.6	7	-1	0	-5	-14	-0.2
COCCNC(=O)Cn1cc(/C=N/NC(=O)c2ccc(Oc3ccc(O)cc3)cc2)c2ccccc21	i	0	-3	1.1	-3	-5	0	9	-8	-0.2
CCCc1ncc(C(=O)c2ccc(OC)cc2)n1C	i	-3	-23	-1.0	3	1	2	-9	0	-1.0
COC(C(=O)Nc1ccc(S(=O)(=O)Nc2ccc(C)c(C)c2)cc1)c1ccccc1 (centres undefined)	i	-2	-11	0.3	5	-6	-4	-3	-8	-1.5
CC1CCN(C(=O)CN(c2cccc(F)c2)S(C)(=O)=O)CC1	i	-3	-1	-0.3	4	4	0	-8	4	-0.7
NC(=O)C1(N2CCCCC2)CCN(Cc2ccc(Br)cc2)CC1	i	-4	2	-0.9	-8	2	3	1	1	0.2
Cc1nc2ccc(NS(=O)(=O)c3c(F)cc(F)cc3Br)cc2s1	i	10	19	1.0	-27	-14	0	-2	4	-0.1
C=CCn1c(CC(=O)Nc2ccc(C)cc2C)nnc1SCC(=O)N1CCOCC1	i	-4	0	-1.1	10	3	-3	-8	0	0.3
O=C(NC(=S)NC1CCSC1=O)c1cccs1 (centres undefined)	i	1	2	-2.0	-7	11	-4	-9	2	-0.3
CCOC(=O)[C@@H]1[C@H]2COc3cc(OC)ccc3[C@@H]2N2C(=O)N(c3ccc(OC)cc3)C(=O)[C@]12C	i	5	-5	0.0	-1	-3	2	-7	-9	-0.1
O=C(NCc1ccncc1)C(=O)NCC1OCCN1S(=O)(=O)c1ccc(Br)cc1 (centres undefined)	i	-6	1	0.3	6	-1	-2	-8	3	-0.6
(list continues)
SMILES	Neddyl block	SUMO1-SIM PPI	SKN-1 block	LMPTP inh	NRP1-CendR mod	DNMT1 inh	STEP block	NadD inh	Scp1 inh	Tb MetRS inh
NC(=O)C1CCN(C(=O)C23CC4CC(CC(C4)C2)C3)CC1	i	-2	-20	0.5	1	0	-1	3	-4	-1.1
Cc1cc(C(=O)N/N=C/c2ccc(C)o2)c2ccccc2n1	i	-13	-5	-1.0	1	3	-3	-1	-5	0.7
N=c1c(C(=O)NC2CCCCC2)cc2c(=O)n3ccccc3nc2n1Cc1cccnc1	.	-40	-6	2.6	-11	-2	-1	0	-1	-0.2
O=[N+]([O-])c1ccc(S(=O)(=O)CC(CN2CCCCC2)N2CCCCC2)cc1 (centres undefined)	i	-26	6	0.4	0	-5	-1	-4	-7	0.1
O=C(CCc1c[nH]c2ccccc12)OCC(=O)c1ccccc1	i	-27	0	3.7	14	-3	12	-13	.	-0.5
O=C(CSCc1cc(=O)[nH][nH]1)Nc1ccc(F)cc1	i	1	4	-0.6	4	-7	-2	0	-11	-0.6
COC(=O)n1c(=O)oc2cc(S(=O)(=O)N3CCOCC3)ccc21	i	-2	-6	-1.4	4	3	-7	8	-6	1.8
CC(=O)c1cccc(N(C(=O)c2ccco2)C(C(=O)NC2CCCC2)c2cccs2)c1 (centres undefined)	i	3	2	-1.0	-1	-2	0	0	-7	0.6
CCc1nnc(NC(=O)c2ccc(S(=O)(=O)NC3CCCCC3)cc2)s1	i	2	3	-0.8	-10	3	-1	4	1	-0.3
COCCn1c(SCCCc2ccccc2)nc2c1c(=O)[nH]c(=O)n2C	i	0	-6	-1.9	13	-2	2	-1	-2	-0.2
CCOC(=O)C(C)Oc1ccc2c(C)cc(=O)oc2c1C(C)=O (centres undefined)	i	0	-23	-0.6	-5	-1	-13	-2	2	-0.7
CCCCCC(=O)N1C[C@@H](n2cc(COC(=O)c3ccccc3)nn2)[C@H](O)C[C@@H]1c1ccc(C)cc1	i	-5	-1	0.3	0	-1	3	-6	.	-0.1
O=C(COC(=O)/C=C/c1cccs1)Nc1cccc(S(=O)(=O)N2CCOCC2)c1	i	-16	2	-0.6	-8	-2	-1	-7	-6	-0.6
COc1ccc(CN2CC(COCc3ccccc3)Oc3ccccc3S2(=O)=O)cc1 (centres undefined)	i	3	2	3.8	-2	-3	5	-2	-9	1.1
CC(C)c1cccc(C(C)C)c1NC(=O)COC(=O)C1CCC1	i	4	0	-0.3	-1	1	1	-2	-8	0.0
CNC(=O)CSc1nnnn1CCCOC	i	0	12	-1.8	1	8	2	3	-5	-0.8
COc1ccccc1CNC(=O)c1cccc(C)c1[N+](=O)[O-]	i	-6	5	-1.0	-4	-1	-2	1	-5	0.0
COc1ccc(Br)cc1CN(C)C(C)C(=O)Nc1cccc(C(C)=O)c1 (centres undefined)	i	0	0	0.4	-12	-7	-3	-4	1	-0.7
COC(=O)/C=C1/S/C(=N/N=C/c2ccco2)NC1=O	i	-18	-4	0.0	-6	1	-4	-6	-7	-0.2
COc1ccc(CCCc2nnc(SCc3nc4ccccc4c(=O)[nH]3)n2C)c(C)c1	i	2	-5	-1.0	8	2	4	-8	-7	-0.1
Cc1n[nH]c(C)c1N1C(=O)c2cccc3cc(Br)cc(c23)C1=O	i	-19	-3	4.7	12	0	-4	6	-5	-0.6
CCOC(=O)c1nc(C)sc1-c1ccnn1S(=O)(=O)c1cccc(Cl)c1	+	1	-4	-0.3	8	-2	-2	-11	-11	-0.7
CCn1c2ccc(F)cc2c2nnc(NN)nc21	i	-12	-4	1.7	-4	-6	0	5	-13	1.3
O=C(NCc1cccc(Cl)c1)C1Cc2c(-c3ccccc3)ccnc2O1 (centres undefined)	i	-2	5	1.6	3	4	0	2	.	-0.1
CCOc1cc(N2CCOCC2)c(OCC)cc1NC(=O)CN1C(=O)NC2(CCCCC2C)C1=O (centres undefined)	i	-1	-1	-0.2	3	0	0	-3	7	-0.2

Full records as entered above. Order of values: Neddyl block	SUMO1-SIM PPI	SKN-1 block	LMPTP inh	NRP1-CendR mod	DNMT1 inh	STEP block	NadD inh	Scp1 inh	Tb MetRS inh
Entry for O=C(Nc1ncc2c(n1)-c1ccccc1OC2)c1ccc(Cl)cc1Cl : .	-1	9	-0.3	16	5	4	5	3	-0.6
Entry for O=C(CCc1c[nH]c2ccccc12)OCC(=O)c1ccccc1 : i	-27	0	3.7	14	-3	12	-13	.	-0.5
Entry for CCOC(=O)[C@@H]1[C@H]2COc3cc(OC)ccc3[C@@H]2N2C(=O)N(c3ccc(OC)cc3)C(=O)[C@]12C : i	5	-5	0.0	-1	-3	2	-7	-9	-0.1
Entry for COC(=O)/C=C1/S/C(=N/N=C/c2ccco2)NC1=O : i	-18	-4	0.0	-6	1	-4	-6	-7	-0.2
Entry for O=C(COC(=O)/C=C/c1cccs1)Nc1cccc(S(=O)(=O)N2CCOCC2)c1 : i	-16	2	-0.6	-8	-2	-1	-7	-6	-0.6

Continuation.
SMILES	Neddyl block	SUMO1-SIM PPI	SKN-1 block	LMPTP inh	NRP1-CendR mod	DNMT1 inh	STEP block	NadD inh	Scp1 inh	Tb MetRS inh
CCCc1nc2c(c(=O)c3ccccc3n2C)c(=O)n1-c1cc(C)cc(C)c1	i	22	-6	0.7	-2	4	0	4	-1	0.2
O=C1C=C(O)c2c(O)cc(O)c(O)c2C1=O	i	12	5	76*	47	12	95*	12	47	-0.6
COc1ccccc1CCNC(=O)C1CCC(=O)N(Cc2ccccc2OC)C1 (centres undefined)	i	0	-13	1.1	-11	-1	-1	-2	-2	0.2
O=C(NC1CCCC1)C1CCCN1C(=O)Oc1ccccc1 (centres undefined)	i	-4	0	1.1	7	-2	1	7	-1	-0.4
COc1ccc(C(=O)CSc2nnc(-c3ccco3)n2CC2CCCO2)cc1 (centres undefined)	i	2	10	0.9	-6	-1	-2	-3	-2	0.4
CCOC(=O)CN(C(=O)COC(=O)C1=NNC(=O)CC1)c1ccc(F)cc1	i	-17	10	-0.9	3	0	0	4	-7	-0.2
NC1=NC2=C(CCCC2)C2(CCCCC2)S1	i	-4	-35	3.6	-7	2	2	-1	-6	-0.5
Cc1ccc(CNC(=O)c2cc3c(=O)n(C)c4ccccc4c3n2C)o1	i	1	-16	-0.6	3	1	0	-8	2	-0.3
CSc1ccccc1OCc1cc(C(=O)N(C)Cc2ccncn2)no1	i	1	9	0.0	11	-2	1	1	-5	-0.2
O=c1cc(CS(=O)(=O)c2ccccc2)nc(-c2ccncc2)[nH]1	i	3	3	-0.3	12	-1	4	0	-7	0.0
CC1CCCCC1NC(=O)CSc1nnc(-c2ccco2)n1C (centres undefined)	i	0	10	-1.2	19	5	-3	-3	-7	-0.2
CCN(CC)CCCNC(=O)CSc1nc(-c2cccs2)cc(C(F)(F)F)n1	i	-7	5	0.4	-11	1	-2	-5	-4	-0.7
